Assay outcomes from PubChem.
RmlCD inh mix: inhibitors of RmlC and RmlD coupled enzymes; RmlC/RmlD coupled enzyme inhibition, 384-well mixture HTS; AID 1532; hit rate 0.39% among 110,000; inhibition, % at 5.5 µM; in the data active = inhibition above about 30%, passing the limit was not always enough; note: strong numbers were not always called active
RT RNaseH block: blocks HIV-1 RNase H cleavage of RNA/DNA duplex | hit rate 1.9% among 65,000 | RT-RNase H RNA/DNA duplex cleavage, fluorescence | AID 565 | inhibition, % at 10 µM; in the data active = inhibition above about 50%
An asterisk follows results filed as active; / = not tested or not shown.

# | smiles | RmlCD inh mix | RT RNaseH block
1 | O=C(c1ccccc1)N1CCN(C(=O)c2ccncc2)CC1 | 7.1 | /
2 | CCCC[C@@H]1CNC(=O)C(=O)N1CCc1cc(C(F)(F)F)cc(C(F)(F)F)c1 | 11.4 | /
3 | Cc1nc2c(C#N)c[nH]n2c(=O)c1Cc1ccccc1 | 5.8 | /
4 | N#Cc1cc2c(nc1SCC(O)CS(=O)(=O)Cc1ccc(Cl)cc1)CCCC2 (stereo unspecified) | -11.3 | /
5 | CC(C)NC(=O)c1onc(CSc2ccc(C(C)C)cc2)c1C(=O)O | 5.7 | /
6 | COc1ccccc1-n1nc(C(=O)O)c2ccccc2c1=O | 13.2 | -7.2
7 | CCOC(=O)CNc1c(N2CCN(c3ccccn3)CC2)c(=O)c1=O | -13.5 | -7.5
8 | CCn1c2ccccc2c2cc(NC(=O)C(C)Oc3ccccc3)ccc21 (stereo unspecified) | 4.0 | /
9 | Cc1c(N=Cc2nc3ccccc3[nH]2)c(=O)n(-c2ccccc2)n1C | 4.6 | 3.0
10 | CCOC(=O)c1c(C)n(C)c2cc(Br)c(C(=O)OC)cc12 | -10.3 | -0.2
11 | O=C(NNC1=C(C(=O)C(F)(F)F)CCC1)c1cccc(O)c1 | -4.5 | /
12 | O=c1[nH]c(CN2CCc3ccccc3C2)nc2ccccc12 | -7.9 | 1.2
13 | CC(Oc1ccc(Cl)cc1Cl)C(=O)NCCCN(C)C (stereo unspecified) | -7.9 | 4.2
14 | COC(=O)C1CCN(S(=O)(=O)c2ccc(NC(C)=O)cc2)CC1 | 1.0 | /
15 | CCOC(=O)c1sc(NC(=O)c2ccc(S(=O)(=O)N(CC)CC)cc2)nc1C | 6.7 | /
16 | COc1ccc(F)cc1S(=O)(=O)NC(Cc1ccccc1)C(N)=O (stereo unspecified) | / | -2.4
17 | CCOC(CNC(=O)c1cc(C)nn1-c1ccccc1)OCC | -5.4 | /
18 | O=C(Nc1cccc(-c2nnc(-c3ccccc3)o2)c1)C1CCCCC1 | 0.7 | 12.3
19 | O=c1cc(O)nc2n1CCCS2 | -6.6 | -0.6
20 | NC(=O)c1cccc2c1C(=O)N(C1CCCCC1)C2 | 7.5 | -0.3
21 | Cc1onc(-c2c(F)cccc2Cl)c1C(=O)OCN1C(=O)c2ccccc2C1=O | -4.2 | -44.2
22 | COCCCNC(=O)Cn1cc(C(=O)c2cccs2)c2ccccc21 | 3.4 | /
23 | CCc1nnc(NC(=O)Nc2ccc(OC)cc2)s1 | -6.0 | -6.3
24 | O=C(NC1c2ccccc2-c2ccccc21)N1CCOCC1 | -4.8 | -3.9
25 | COc1cc(C(=O)Nc2ccccc2N2CCN(S(C)(=O)=O)CC2)cc(OC)c1OC | -12.0 | 4.2
26 | Cc1cccc(-c2c3c(=O)n(C)c(=O)n(C)c3cn2C(C)(C)C)c1 | -38.8 | -8.5
27 | CCCCN(C(=O)c1cnc2n(c1=O)CCS2)c1ccccc1 | -0.7 | /
28 | CCOCCCNC(=O)Cn1cc2c(n1)CCCCC2 | -3.6 | -7.0
29 | CCOc1cc(C(=O)NC(C)c2ccncc2)cc(OCC)c1OCC (stereo unspecified) | 8.4 | 3.9
30 | CCOc1c2ccc(C(=O)NC3CCCc4ccccc43)cc2nn1CC (stereo unspecified) | -10.8 | /
31 | COC(=O)c1sccc1NC(=O)c1ccc(OC)cc1 | 4.7 | -10.1
32 | CCn1c(SCC(N)=O)nc2ccccc2c1=O | -8.9 | 5.5
33 | CCOP(=O)(C#CC(C)(C)C)C(O)(c1ccccc1)C(F)(F)F (stereo unspecified) | 0.0 | -3.2
34 | CCN1CCN(Cc2ccc(NC(=O)c3ccc(C)c(NC(=O)c4ccc5n[nH]nc5c4)c3)cc2C(F)(F)F)CC1 | 6.6 | /
35 | COc1ccc(S(=O)(=O)NCCSCc2ccco2)cc1Cl | 2.2 | -76.2
36 | C(=N\c1ncnc2sccc12)/NOCc1ccccc1 | 5.5 | /

Values in list order from the entries so far:
RmlCD inh mix, entries 31 to 34, in order: 4.7, -8.9, 0.0, 6.6

Later entries.
# | smiles | RmlCD inh mix | RT RNaseH block
37 | CC1=NOC(=O)/C1=C\c1ccc(-c2cccc(Cl)c2)o1 | -11.5 | /
38 | CCN1CCN(CC(=O)Nc2cccc(C)c2)C(=O)C1=O | 0.9 | -9.0
39 | Nn1c(=O)c2ccccc2n2c(SCc3ccc(C(F)(F)F)cc3)nnc12 | -8.4 | /
40 | COc1ccc(OC)c(S(=O)(=O)Nc2ccc(C)c(C)c2)c1 | 8.7 | /
41 | O=C(COc1ccccc1)N1CCN(C(=O)c2cccs2)CC1 | 3.1 | -7.6
42 | CC1CCN(c2ccccc2NC(=O)c2ccc(N3CCOCC3)c([N+](=O)[O-])c2)CC1 | 8.8 | /
43 | COc1cc(NC(=O)CCNC(=O)Cn2cnc3ccccc3c2=O)cc(OC)c1OC | -17.9 | /
44 | O=C1CCCC2=C1C(c1ccc(Cl)cc1)N1C(=O)CCSC1=N2 (stereo unspecified) | -11.0 | /
45 | O=C(Nc1ccc2c(c1)OCO2)c1ccc(COc2ccc3c(c2)CCC3)o1 | -14.8 | -2.5
46 | COC(=O)c1cn(CC(=O)N2C(C)CCCC2C)c2ccccc12 (stereo unspecified) | 4.8 | /
47 | CC(C)Cn1c2c(c(O)c(C(=O)Nc3ncccc3O)c1=O)CCCC2 | 5.7 | 7.8
48 | COc1ccc(-c2csc(NC(=O)c3cccc(S(=O)(=O)N4CCN(C)CC4)c3)n2)cc1 | 6.0 | /
49 | CCOc1ccc(N2CC(=O)N/C2=N\c2nc(C)cc(C)n2)cc1 | 6.2 | -7.0
50 | O=c1[nH]c(Nc2ccc(F)cc2)cc2ccccc12 | -15.4 | /
51 | O=C(NCc1ccccc1)C1=C[C@@H](c2ccccc2)C[C@@H](OCc2ccc(CO)cc2)O1 | 6.9 | /
52 | COc1ccc(-c2cn[nH]c2N)cc1 | 7.2 | /
53 | Cc1ccc(NC(=O)Nc2ccccc2C#N)c(Cl)c1 | 29.3 | /
54 | N#Cc1ccc(OCc2nnc(SCC(=O)c3ccccc3)n2-c2ccccc2)cc1 | -10.8 | /
55 | O=C(c1cc(-c2ccco2)on1)N1CCOCC1 | 10.7 | 0.9
56 | Oc1ccc(-c2[nH]ncc2-c2cccc3cccnc23)c(O)c1 | -11.7 | -7.7
57 | CCOCCCNC(=O)CNC(=S)N(Cc1ccccc1F)C1CCCCC1 | -6.5 | /
58 | COc1ccc2nc(N3CCC(C)CC3)c(C#N)cc2c1 | 1.7 | -19.7
59 | Cc1cc(C)n(-c2ccc(C(=O)OCc3nnc(-c4ccccc4)o3)cc2)n1 | -9.3 | -7.1
60 | C=C(C)CSC1=C(C#N)C(c2ccccc2Cl)CC(=O)N1 (stereo unspecified) | -13.3 | 8.1
61 | Cc1nnc(-n2cnc3ccccc32)c2ccccc12 | -2.9 | -6.7
62 | COc1cccc(N(C(C)=O)c2nc(C)cc(C)c2C#N)c1 | 13.7 | -58.4
63 | COC(=O)c1cc2ccc(OC)c(OC)c2c(=O)s1 | -5.1 | -13.6
64 | O=C(C/C=N/OCc1c(Cl)cccc1Cl)c1ccccc1 | 3.8 | /
65 | COc1ccc(Nc2cc(C)nc(-n3nc(C)cc3C)n2)cc1 | 8.0 | 4.7
66 | O=C(OCc1csc(-c2ccccc2)n1)c1cccs1 | -56.0 | -20.4
67 | CCOC(=O)CC(=O)CSc1nc2c(cc1C#N)CCC2 | 79.7* | /
68 | COc1ccc(-c2ccc(-c3noc(-c4cccc(OC)c4)n3)c(OC)n2)cc1 | -389.8 | 24.9
69 | CCOC(=O)c1csc(NC(=O)CSc2nnnn2-c2ccc(OC)c(OC)c2)n1 | -7.3 | /
70 | CCCCC(=O)Nc1ccc(NC(=O)c2ccc3c(c2)OCO3)cc1OC | -11.4 | -5.9
71 | CCOc1ccc(Cn2nnc(C(=O)NCc3ccccc3)c2N)cc1 | -17.7 | -10.6
72 | NC(=O)NC(=O)CSc1cccc(C(F)(F)F)c1 | 5.8 | -8.7
73 | O=C(CSc1nnc(C2CCCCC2)n1Cc1ccccc1)NCc1ccco1 | 2.5 | -2.8
74 | c1ccc2sc(C3CCN(Cc4nnnn4Cc4ccc5c(c4)OCO5)CC3)nc2c1 | 5.4 | /
75 | Cc1nn(C(C)C(=O)NCC2CCCO2)c(=O)c2cc3occc3n12 (stereo unspecified) | / | -18.8
76 | COc1cccc(OC)c1-c1nn2c(-c3ccco3)nnc2s1 | 14.9 | -3.0
77 | COC(=O)CN1C(=O)C(C)(C)Oc2ccc(C(=O)NC3CC3)cc21 | -2.8 | -1.5
78 | CC(C)(C)C(=O)Nc1ncc(C(F)(F)F)cc1Cl | 7.6 | -11.1
79 | C/C=C(\C)c1nnc(NC(=O)OCC)s1 | -12.7 | -0.7
80 | CC(=O)N=c1c(C#N)cc2c(=O)n3cccc(C)c3nc2n1CC(C)C | / | 3.0
81 | CCc1ccc(OCC(O)CN2CCN(c3ccccc3)CC2)cc1 (stereo unspecified) | -5.8 | -20.5
82 | CN(CC(=O)NCc1ccccc1)S(=O)(=O)c1cnc[nH]1 | 89.3 | /
83 | COc1ccc(N2CCN(C(=O)c3c(-c4ccccc4)noc3C)CC2)cc1 | -8.6 | -4.7
84 | CCOC(=O)CN(C(=O)CSc1nnc(-c2ccncc2)n1CCCOC)c1ccccc1 | 6.3 | /
85 | CCc1ccc(CCC(=O)Nc2ccc(C)c(C)c2)o1 | 3.6 | -1.2
86 | COc1cc(C(=O)Nc2nncs2)cc(OC)c1OC | 3.3 | 0.9
87 | O=c1[nH]cnc2c([N+](=O)[O-])cccc12 | 5.7 | /
88 | COc1cc(OC)c2c(C)cc(=O)oc2c1C(CCN1CCOCC1)c1ccc(N(C)C)cc1 (stereo unspecified) | -5.2 | /
89 | CCOC(=O)C1CCCN(S(=O)(=O)c2ccc(OC)cc2)C1 (stereo unspecified) | 3.5 | /
90 | c1csc(-n2nc3ccccc3n2)c1 | 3.4 | -21.0
91 | CSc1nc(SCC(=O)NCc2ccco2)c2c3c(sc2n1)COC(C)(C)C3 | 11.8 | -6.2
92 | O=C(Nc1cccc(Cl)c1)N1CCCC1 | 7.1 | /
93 | COc1cc(OC)c(OC)cc1NC(=O)CC1COc2ccccc2O1 (stereo unspecified) | -12.1 | /
94 | O=C1CC(c2ccc(S(=O)(=O)Nc3cc(C(F)(F)F)cc(C(F)(F)F)c3)cc2)CN1 (stereo unspecified) | 7.2 | /
95 | Cn1c(=O)oc2cc(S(=O)(=O)NCCC(=O)NCCc3ccccc3)ccc21 | 3.8 | -8.0
96 | COc1ccc(NC(=O)N2CCC(NC(=O)c3ccco3)CC2)cc1 | -18.0 | -2.8

Next section:
# | smiles | RmlCD inh mix | RT RNaseH block
97 | Cc1cc(Br)ccc1NC(=O)CNC(=O)CSc1n[nH]c(N)n1 | 39.4 | 5.8
98 | Fc1ccc(CN(Cc2ccccc2)C(c2cccs2)c2nnnn2C2CCCCC2)cc1 (stereo unspecified) | 2.4 | /
99 | CCn1cnc2sc(C(=O)N3CCN(Cc4ccc5c(c4)OCO5)CC3)c(C)c2c1=O | / | -0.4
100 | O=C(C1=C[C@H](C2CC2)C[C@H](OCc2ccc(CO)cc2)O1)N1CCN(Cc2ccccc2)CC1 | 2.3 | /
101 | CCC(=O)N1CCc2cc(Br)cc(S(=O)(=O)C3(C(=O)OC)CC3)c21 | -10.2 | -9.2
102 | COc1ccc(NC(=O)C(CCS(C)(=O)=O)N2C(=O)c3ccccc3C2=O)cc1 (stereo unspecified) | -29.9 | /
103 | Cc1ccc(-n2cc3c(=O)n(C)c(=O)n(C)c3c2)cc1C | -5.6 | 4.1
104 | O=[N+]([O-])c1cccc(CN2[C@@H](Cc3ccccc3)COCCS2(=O)=O)c1 | 4.7 | /
105 | CCC(=O)N1CCC2(CC1)Oc1ccc(F)cc1C(=O)C21CC(c2ccc(Cl)cc2)=NO1 (stereo unspecified) | -10.1 | /
106 | COC(=O)c1ccc(-n2nnnc2SCC(=O)N2CCCCC2)cc1 | -45.2 | -7.8
107 | CN1CCN(c2ccc(Cl)cc2NC(=O)c2ccc(S(=O)(=O)N(C)C)cc2)CC1 | -11.8 | /
108 | CC(=O)C1=C(C)N(Cc2ccccc2)C(=O)N[C@@H]1c1cccc(C(F)(F)F)c1 | -12.3 | /
109 | Cc1nc(N2CCN(C(c3ccccc3)c3ccccc3)CC2)[nH]c(=O)c1C | 4.4 | 2.8
110 | CCOc1ccc(-c2c[n+](=O)c3c(n2[O-])CCCC3)c(OCC)c1 | 10.9 | /
111 | O=C(Nc1ccccc1)C1=C(O)CC(c2ccoc2)CC1=Nc1ccccc1 (stereo unspecified) | -20.5 | 2.1
112 | CC1CN(CC(O)COc2ccc(C(C)C)cc2)CC(C)O1 (stereo unspecified) | -10.1 | -4.6
113 | CC(=O)N(CC1CCCO1)c1nnc(-c2ccccn2)s1 (stereo unspecified) | -0.7 | 3.0
114 | CCc1ccc2nc3nc(C)cc(C)c3c(N)c2c1 | -9.0 | /
115 | CCOc1ccc2nc(NCCO)[nH]c2c1 | 16.7 | -1.1
116 | O=C(OCCNC(=O)c1ccc2ccccc2n1)c1ccc(F)cc1 | 4.5 | /
117 | CC(NC(=O)c1ccccc1)C(=O)NC1=NCCS1 (stereo unspecified) | 4.3 | -6.4
118 | CC(=O)c1c(O)cc(O)c(C(C)=O)c1O | -14.6 | /
119 | O=C(CCCSc1nnnn1-c1cccc2ccccc12)c1ccc(F)cc1 | 4.7 | /
120 | Cc1cc(C)c2c(CC(=O)N(CCC#N)Cc3cccnc3)coc2c1 | / | -5.2
121 | CCC(C)C(NC(=O)C1CCC(C)CC1)C(=O)NCc1ccccn1 (stereo unspecified) | 4.9 | /
122 | O=C(CN1CCC(C(=O)c2ccc(F)cc2)CC1)Nc1ccc(F)cc1 | -10.3 | /

Profiles from above.
O=C(OCCNC(=O)c1ccc2ccccc2n1)c1ccc(F)cc1 is listed with RmlCD inh mix = 4.5; RT RNaseH block = /
CCOc1ccc2nc(NCCO)[nH]c2c1 is listed with RmlCD inh mix = 16.7; RT RNaseH block = -1.1

A portion of the library; the hit share may differ from the screen's.
